Assay outcomes (PubChem BioAssay)
NCI-60 one-dose screen, 48 h, at 10 µM unless noted. Numbers give growth in % (100 = growth as untreated, 0 = no growth, -100 = all killed).
A549/ATCC = A549/ATCC NSCLC; hit rate 3.7% among 81,000
SK-MEL-28 = SK-MEL-28 melanoma. hit rate 4.1% among 81,000. AID 1794761
SK-MEL-2 = SK-MEL-2 melanoma. hit rate 4.7% among 77,000
SK-MEL-5 = SK-MEL-5 melanoma. AID 1794755. hit rate 6.4% among 80,000
UACC-257 = UACC-257 melanoma; hit rate 4.4% among 78,000
MDA-MB-435 = MDA-MB-435 melanoma; AID 1794794; hit rate 7.8% among 82,000
UACC-62 = UACC-62 melanoma; hit rate 5.4% among 81,000
M14 = M14 melanoma; hit rate 6.2% among 80,000; AID 1794745
Active calls of the source: *; x = not tested or not shown; & = joins results of further samples. Rule for the calls: active = growth percent below 10; inactive = the rest. This is a random part of the collection; about 11% have a hit in one of these screens.

Sample of the layout:
SMILES	A549/ATCC	SK-MEL-28	SK-MEL-2	SK-MEL-5	UACC-257	MDA-MB-435	UACC-62	M14
CCOC(=O)CNP(=O)(OC[C@@H](Cc1ccccc1)NC(=O)c1cc2ccccc2s1)Oc1ccccc1 (stereo not given in full)	65	77	76	88	81	8.7*	71	60
Nc1ccc(S(=O)(=O)c2ccc(N=Cc3ccccc3)cc2)cc1	66	102	109	99	91	110	95	94
c1ccc2c(c1)ccc1c2ccc2c3ccccc3ccc21	99	105	90	97	99	106	88	94

This part in full, previewed entries included:
SMILES	A549/ATCC	SK-MEL-28	SK-MEL-2	SK-MEL-5	UACC-257	MDA-MB-435	UACC-62	M14
CCOC(=O)CNP(=O)(OC[C@@H](Cc1ccccc1)NC(=O)c1cc2ccccc2s1)Oc1ccccc1 (stereo not given in full)	65	77	76	88	81	8.7*	71	60
Nc1ccc(S(=O)(=O)c2ccc(N=Cc3ccccc3)cc2)cc1	66	102	109	99	91	110	95	94
c1ccc2c(c1)ccc1c2ccc2c3ccccc3ccc21	99	105	90	97	99	106	88	94
CSc1ccc(C(=O)C[n+]2ccccc2C)cc1	104	106	102	100	99	104	97	99
NS(=O)(=O)c1cc2c(cc1Cl)NC(C(Cl)Cl)NS2(=O)=O (stereo not given)	106&81	115&100	135&104	102&100	95&84	104&101	103	107&97
CCCCCCCCCCCCCCNC1=C(Cl)C(=O)c2ccccc2C1=O	104	107	105	99	102	107	99	106
COc1ccc(C2=NN(C=O)C(c3ccc(OCCN(C)C)c(OC)c3)C2)cc1 (stereo not given)	100	111	110	84	83	110	106	97
CNC(=O)Nc1ccn([C@@H]2O[C@H](CO)C(O[Si](C)(C)C(C)(C)C)[C@@H]2O[Si](C)(C)C(C)(C)C)c(=O)n1 (stereo not given in full)	67	95	109	30	52	64	61	85
N#C/C(=C\c1ccccc1)c1cc2ccccc2[nH]1	87	113	97	77	91	95	60	92
CC(C)(O)Cc1cccnc1	97	109	94	111	105	109	113	103
Cc1nn(-c2ccccc2)c(Oc2ccccn2)c1-c1nc2ccccc2[nH]1	99	112	117	94	112	101	77	92
CN(C)c1ccc(/C=C2\C=C(c3ccc(Cl)c(Cl)c3)N(C(=O)c3ccccc3)NC2=O)cc1	103	113	107	97	101	100	82	96
C=C(C)[C@@H]1CC[C@]2(C(=O)O)CC[C@]3(C)[C@H](CC[C@@H]4[C@@]5(C)C[C@@H](CC#Cc6cc(OC)c(OC)c(OC)c6)[C@H](O)C(C)(C)[C@@H]5CC[C@]43C)[C@@H]12	22	88	47	40	73	76	55	59
COc1cc(C2CC(=O)Nc3c(-c4cccc(F)c4)nsc32)cc2c1OCO2 (stereo not given)	88	109	117	87	99	97	83	104
CCC(CC)NCC(C)OC(=O)c1ccc([N+](=O)[O-])cc1 (stereo not given)	101	98	104	101	96	99	100	107
CCCCCCCCCCOC(C)=O	106	110	116	107	94	106	103	106
O=C(Nc1ccc(Cl)cc1)NN1CCCCCC1	91	121	118	95	106	101	93	117
CCOC(=O)/C=C/c1ccc(C(=O)OCC)[nH]1	40	84	47	8.9*	68	-40*	51	48
COc1cccc(C2=NN(C(C)=O)C(c3cc(OC)c(OC)c(OC)c3)C2)c1 (stereo not given)	x	41	27	16	48	-28*	52	17
COc1ccc(CCNC(=O)[C@H](O)[C@@H](N)Cc2ccccc2)cc1OC	101	103	103	102	100	102	91	102
Cc1ccc(C(c2c(O)c3cc(Br)ccc3[nH]c2=O)c2c(O)c3cc(Br)ccc3[nH]c2=O)cc1	90	90	90	73	98	86	63	93
COc1cc2c(cc1OC)/C(=C\C#N)NCC2	104	98	101	97	86	92	108	103
Nc1ccc(S(=O)(=O)Nc2ccc(Cl)nn2)cc1	97	118	131	108	107	96	103	111
CN1C(=O)CC(c2ccccc2)C1=O (stereo not given)	100	115	92	97	96	103	100	98
C=CCONC(=O)Oc1ccccc1	102	116	101	x	95	100	99	98
O=S(=O)(NCCCNc1cc(-c2c(-c3cccc(O)c3)nc3sccn23)ccn1)c1ccc(Cl)cc1	90	109	97	90	111	87	98	106
COc1cc2c(=O)n(CCCN(C)C)c3c4cc[nH]c4ncc3c2cc1OC	44	90	71	81	88	51	54	40
O=S1(=O)CCC(N(/N=C/c2ccco2)c2ccccc2)C1 (stereo not given)	98	115	x	103	95	107	100	100
CCCc1nc2ccccc2c(=O)n1CC(=O)n1nc(C)cc1C	102	109	109	93	105	108	86	118
CCCCCCC(=O)C(C)C	98	113	115	101	93	103	107	97
C=C(C)[C@@H]1CC[C@]2(C(=O)NCCCCNC(=O)C(Cl)Cl)CC[C@]3(C)[C@H](CC[C@@H]4[C@@]5(C)CC[C@H](OC(C)=O)C(C)(C)[C@@H]5CC[C@]43C)[C@@H]12	70	87	94	65	75	79	54	87
COc1ccc(N=C(C)C2C(=O)c3ccccc3C2=O)cc1	103	95	96	91	100	94	x	89
Cn1c(=O)c2c(nc(CCCCc3nc4c(c(=O)n(C)c(=O)n4C)n3C)n2C)n(C)c1=O	118	114	94	115	102	117	105	104
Cc1ccc(NC(=O)C#N)cc1	101	100	x	103	99	105	102	107
N/C(=N\N=C\c1ccccn1)c1ccccn1	95	106	102	101	96	101	104	101
CC(C)OC(=O)Nc1ccccc1F	100	99	97	98	101	97	100	98
O=C=Nc1ccc(Cc2ccc(N=C=O)cc2)cc1	109	128	106	105	112	110	105	107
COc1ccc(Oc2nc(Cl)nc(NC3CCCCCC3)n2)cc1	99	99	109	102	97	93	91	105
COC(=O)c1nnn(-c2cccc(C(F)(F)F)c2)c1N	100	92	112	97	100	97	80	98
COc1ncnc2c1ncn2CC#CCCl	79	109	110	95	72	x	106	122
CC(=O)OCc1ccc([N+](=O)[O-])cc1	117	112	x	107	107	111	116	110
Cc1cc(NCc2cc(Nc3ccnc4cc(Cl)ccc34)ccc2F)nc(N2CCSCC2)n1	39	-64*	48	-14*	18	-70*	-54*	-52*
O=C(Cn1cc[n+](CC(=O)c2ccc(-c3ccccc3)cc2)c1)Nc1cccc2cccnc12	88	75	83	70	34	79	59	85
COC(=O)c1ccc(Cn2c(-c3ccccc3)cc(-c3ccccc3)c(C#N)c2=O)cc1	106	104	106	98	95	98	87	105
O=C(Nc1ccccc1-c1n[nH]c(=S)[nH]c1=O)C(F)(F)F	94	107	110	98	96	100	99	98
CCOC(=O)C1C(=O)C=C(c2cnccn2)CC1c1ccc(OC)c(OC)c1 (stereo not given)	87	102	86	103	82	106	101	86
Nc1c(C(=O)Nc2ccncc2)sc2nc3c(cc12)CCCCCCCC3	-63*	-91*	-87*	-96*	-76*	-90*	-95*	-80*
C=CCn1c(-c2cc3ccc2CCc2ccc(cc2)CC3)n[nH]c1=S	100	102	105	98	102	98	82	93
C=CC(=O)N1CCC=C(c2cc3c(N[C@H](C)c4ccccc4)ncnc3[nH]2)C1	52	92	90	86	87	74	69	86
COc1cc(Br)c(CCC(=O)O)cc1OC	98	107	111	108	92	108	94	106
O=C(O)c1ccc(-c2nn(-c3ccc(C(=O)O)cc3)cc2/C=N/Nc2ccc(F)cc2)cc1	84	108	99	104	87	97	49	77
COC(=O)[C@]12CC[C@@H](C)[C@H](C)[C@@H]1C1=CC[C@@H]3[C@@]4(C)C[C@@H](O)[C@H](O)[C@@](C)(CO)[C@@H]4[C@H](O)C[C@@]3(C)[C@]1(C)CC2	-62*	-48*	-88*	-96*	-85*	-67*	-64*	-71*
CCCCC1CCc2cccc3c(SCC(=O)N(C)c4cccc(Br)c4)cc[n+]1c23 (stereo not given)	109	106	117	97	108	106	93	106
NC(=Nc1ccccc1)Nc1ccccc1	99	107	114	98	99	105	106	103
COc1ccc2c(C3=C(c4cn(C)c5ccccc45)C(=O)N(O)C3=O)coc2c1	100	107	x	98	x	108	79	98
COc1ccccc1-n1c(-c2ccc(O)cc2C)cn2c3c(=O)[nH]c(=O)n(C)c3nc12	87	104	x	81	82	101	77	89
c1cc2[nH]ncc2cc1-c1nc2ccc3[nH]ncc3c2c2c1CCC2	39	x	19	57	66	-7.9*	15	21
CC1=CC(=O)C2=C(C)CC(OS(C)(=O)=O)[C@@H]3[C@H](OC(=O)[C@@H]3C)[C@@H]12 (stereo not given in full)	103	108	104	105	103	99	94	x
C1=CC2CC1CC2C1CO1 (stereo not given)	98	97	111	102	97	102	105	112
O=C(NCCCNc1cc(-c2cn(-c3ccccc3)nc2-c2cccc(O)c2)ccn1)Nc1ccc(Cl)c(Cl)c1	75	67	84	59	92	54	71	x

Following part.
SMILES	A549/ATCC	SK-MEL-28	SK-MEL-2	SK-MEL-5	UACC-257	MDA-MB-435	UACC-62	M14
Cn1c(=O)c2[nH]c(N/N=C/c3ccc(F)cc3)nc2n(C)c1=O	97&99	106&111	107&104	107&100	111&109	108&101	102&94	105&99
Cc1cccc(C)c1NC(=O)CSC(=S)N1CCOCC1	104	109	98	108	97	108	x	97
COc1ccc(NC(=O)CSc2nc3ccccc3c(=O)n2C)cc1	93	96	104	99	96	100	88	100
CCCC1CCC(O)(C(C)(O)C(=O)NC2C(=O)N3NCCCC3C(=O)N(O)C(C)C(=O)N3NCCCC3C(=O)N3NCC(O)CC3C(=O)NC(C)C(=O)OC2C(C)C)OC1CC (stereo not given)	-66*	-99*	-44*	-97*	-83*	-75*	-72*	-61*
Cc1ccc(/C=C(/C#N)C(N)=O)cc1	99	106	85	98	105	106	107	115
CCOC(=O)c1nn(C2CCCCO2)c2ccc(NC(=O)CN3CCCC3)cc12 (stereo not given)	100	105	107	103	91	102	99	98
COc1ccc2c(c1)c(-c1noc(C(=O)c3cn(C)c4ncccc34)n1)cn2C	98	100	105	88	99	93	95	97
COc1ccc(-c2cnc(C(N)=O)c(=O)[nH]2)cc1	95	103	105	101	96	106	105	114
CCOc1nc(-c2ccccc2)cc2c(O)c(-c3nnc(-c4ccccc4)o3)[nH]c(=O)c12	102	114	x	x	102	109	106	96
COc1cc(-c2nnc3c4[nH]ccc4ncn23)ccc1O	57	83	90	62	102	49	74	35
CCCC1=C(C(=O)OCC)C(c2ccc3c(c2)OCO3)NC(=O)N1C (stereo not given)	103	102	108	97	100	111	92	109

Some of the entries so far, with values under each structure.
Screens in order – A549/ATCC | SK-MEL-28 | SK-MEL-2 | SK-MEL-5 | UACC-257 | MDA-MB-435 | UACC-62 | M14
C=CC(=O)N1CCC=C(c2cc3c(N[C@H](C)c4ccccc4)ncnc3[nH]2)C1
→ 52 | 92 | 90 | 86 | 87 | 74 | 69 | 86
COc1cc(Br)c(CCC(=O)O)cc1OC
→ 98 | 107 | 111 | 108 | 92 | 108 | 94 | 106
O=C(O)c1ccc(-c2nn(-c3ccc(C(=O)O)cc3)cc2/C=N/Nc2ccc(F)cc2)cc1
→ 84 | 108 | 99 | 104 | 87 | 97 | 49 | 77
COC(=O)[C@]12CC[C@@H](C)[C@H](C)[C@@H]1C1=CC[C@@H]3[C@@]4(C)C[C@@H](O)[C@H](O)[C@@](C)(CO)[C@@H]4[C@H](O)C[C@@]3(C)[C@]1(C)CC2
→ -62* | -48* | -88* | -96* | -85* | -67* | -64* | -71*
CCCCC1CCc2cccc3c(SCC(=O)N(C)c4cccc(Br)c4)cc[n+]1c23 (stereo not given)
→ 109 | 106 | 117 | 97 | 108 | 106 | 93 | 106
NC(=Nc1ccccc1)Nc1ccccc1
→ 99 | 107 | 114 | 98 | 99 | 105 | 106 | 103
COc1ccc2c(C3=C(c4cn(C)c5ccccc45)C(=O)N(O)C3=O)coc2c1
→ 100 | 107 | x | 98 | x | 108 | 79 | 98
COc1ccccc1-n1c(-c2ccc(O)cc2C)cn2c3c(=O)[nH]c(=O)n(C)c3nc12
→ 87 | 104 | x | 81 | 82 | 101 | 77 | 89
c1cc2[nH]ncc2cc1-c1nc2ccc3[nH]ncc3c2c2c1CCC2
→ 39 | x | 19 | 57 | 66 | -7.9* | 15 | 21
CC1=CC(=O)C2=C(C)CC(OS(C)(=O)=O)[C@@H]3[C@H](OC(=O)[C@@H]3C)[C@@H]12 (stereo not given in full)
→ 103 | 108 | 104 | 105 | 103 | 99 | 94 | x
C1=CC2CC1CC2C1CO1 (stereo not given)
→ 98 | 97 | 111 | 102 | 97 | 102 | 105 | 112
O=C(NCCCNc1cc(-c2cn(-c3ccccc3)nc2-c2cccc(O)c2)ccn1)Nc1ccc(Cl)c(Cl)c1
→ 75 | 67 | 84 | 59 | 92 | 54 | 71 | x
Cn1c(=O)c2[nH]c(N/N=C/c3ccc(F)cc3)nc2n(C)c1=O
→ 97&99 | 106&111 | 107&104 | 107&100 | 111&109 | 108&101 | 102&94 | 105&99
Cc1cccc(C)c1NC(=O)CSC(=S)N1CCOCC1
→ 104 | 109 | 98 | 108 | 97 | 108 | x | 97
COc1ccc(NC(=O)CSc2nc3ccccc3c(=O)n2C)cc1
→ 93 | 96 | 104 | 99 | 96 | 100 | 88 | 100
CCCC1CCC(O)(C(C)(O)C(=O)NC2C(=O)N3NCCCC3C(=O)N(O)C(C)C(=O)N3NCCCC3C(=O)N3NCC(O)CC3C(=O)NC(C)C(=O)OC2C(C)C)OC1CC (stereo not given)
→ -66* | -99* | -44* | -97* | -83* | -75* | -72* | -61*
Cc1ccc(/C=C(/C#N)C(N)=O)cc1
→ 99 | 106 | 85 | 98 | 105 | 106 | 107 | 115
CCOC(=O)c1nn(C2CCCCO2)c2ccc(NC(=O)CN3CCCC3)cc12 (stereo not given)
→ 100 | 105 | 107 | 103 | 91 | 102 | 99 | 98
COc1ccc2c(c1)c(-c1noc(C(=O)c3cn(C)c4ncccc34)n1)cn2C
→ 98 | 100 | 105 | 88 | 99 | 93 | 95 | 97
COc1ccc(-c2cnc(C(N)=O)c(=O)[nH]2)cc1
→ 95 | 103 | 105 | 101 | 96 | 106 | 105 | 114
